G9a block – inhibitors of human histone lysine methyltransferase G9a; Potency, µM (highest dose often 102 µM), for the others: at the top dose activity, negative = inhibition, hits mostly inhibitors; actives 8.8% (n = 350,000); AID 504332; G9a H3K9 monomethylation, AlphaScreen, 2 h; further: on the % scale 0 is the no-effect control and ±100 the full control effect; nearly all actives have a fitted effect of over 75% in size
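Methyltransferase reactions run at room temperature for 2 h (20 nM enzyme, 500 nM biotin-H3K9 peptide, 20 uM SAM) after a 15 min compound preincubation; product detected by AlphaScreen beads and anti-H3K9me1 antibody.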
BAZ2B inh – BAZ2B (human) inhibition. AlphaScreen BAZ2B-H3K14Ac peptide displacement. Potency, µM (highest dose often 114 µM), for inactives: at the top dose activity change, negative = inhibition, actives largely listed as inhibitors. actives 4.4% (n = 360,000); further: on the % scale 0 is the no-effect control and ±100 the full control effect; nearly all actives have a fitted effect of over 60% in size
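Protein-peptide AlphaScreen: BAZ2B 50 nM, b-H3K14Ac 50 nM, 1x PBS pH 7.4 + 0.01% Tween-20. Preincubation 30 min RT; cpd 30 min RT (top 110 uM); beads 20 min RT, light-protected.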
BLM inh – blocks DNA unwinding by human BLM helicase; Potency, µM (doses to about 56.1 µM), for inactives: at the highest dose activity change, negative = inhibition, most hits filed as inhibitors; P54132; recombinant BLM DNA unwinding, fluorescence dequenching; actives 0.2% (n = 350,000);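 further: plate controls were vehicle for no effect and no enzyme for full effect; nearly all actives have a fitted effect of over 35% in size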
JMJD2A Tudor – blocks the human JMJD2A Tudor domain. AlphaScreen JMJD2A-Tudor / H3K4me3 peptide binding. Potency, µM (doses to about 114 µM), for the others: top-dose activity change, negative = inhibition, actives largely listed as inhibitors. actives 4.4% (n = 390,000). AID 504339; further: on the % scale 0 is the no-effect control and ±100 the full control effect; nearly all actives have a fitted effect of over 50% in size
Target sequence (O75164 whole entry, looked up, the tested form may be a part): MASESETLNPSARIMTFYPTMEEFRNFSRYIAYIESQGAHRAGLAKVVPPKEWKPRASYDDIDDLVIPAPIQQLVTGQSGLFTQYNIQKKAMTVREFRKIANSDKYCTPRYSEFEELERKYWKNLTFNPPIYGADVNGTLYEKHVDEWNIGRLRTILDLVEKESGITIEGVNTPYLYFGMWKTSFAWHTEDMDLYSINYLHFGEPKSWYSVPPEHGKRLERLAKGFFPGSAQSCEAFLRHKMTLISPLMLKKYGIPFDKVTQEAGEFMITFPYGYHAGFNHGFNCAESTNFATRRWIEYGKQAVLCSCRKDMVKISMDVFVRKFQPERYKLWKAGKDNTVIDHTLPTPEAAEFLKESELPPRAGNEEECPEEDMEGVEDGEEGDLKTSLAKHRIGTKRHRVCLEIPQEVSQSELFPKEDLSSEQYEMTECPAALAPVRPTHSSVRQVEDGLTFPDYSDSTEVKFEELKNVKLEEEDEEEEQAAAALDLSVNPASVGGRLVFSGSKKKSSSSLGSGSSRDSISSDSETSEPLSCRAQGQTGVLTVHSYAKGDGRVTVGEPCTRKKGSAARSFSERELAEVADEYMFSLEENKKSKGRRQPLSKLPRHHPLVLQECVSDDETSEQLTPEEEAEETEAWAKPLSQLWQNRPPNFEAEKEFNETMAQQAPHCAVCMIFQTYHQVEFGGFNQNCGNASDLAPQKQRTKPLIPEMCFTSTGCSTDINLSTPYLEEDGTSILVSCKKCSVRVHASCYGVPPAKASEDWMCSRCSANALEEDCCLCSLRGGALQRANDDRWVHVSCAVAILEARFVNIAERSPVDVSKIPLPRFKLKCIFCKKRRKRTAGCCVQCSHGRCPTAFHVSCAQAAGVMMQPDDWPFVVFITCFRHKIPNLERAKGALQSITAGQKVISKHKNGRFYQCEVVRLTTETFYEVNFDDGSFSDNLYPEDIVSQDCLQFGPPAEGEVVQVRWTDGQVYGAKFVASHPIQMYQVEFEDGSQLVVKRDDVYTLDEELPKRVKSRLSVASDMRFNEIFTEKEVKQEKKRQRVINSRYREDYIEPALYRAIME
APE1 inh – blocks human APE1 abasic DNA cleavage | recombinant APE1, TAMRA/BHQ-2 abasic DNA cleavage fluorescence | Potency, µM (doses to about 65.8 µM), for inactives: at the highest dose activity change, negative = inhibition, most hits filed as inhibitors | actives 0.35% (n = 350,000) | AID 2517;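 further: plate controls were vehicle for no effect and reference inhibitor for full effect; nearly all actives have a fitted effect of over 55% in size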
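Quantitative HTS: incision of a TAMRA/BHQ-2 double-stranded substrate bearing a tetrahydrofuran abasic site by 0.75 nM APE1 raises fluorescence. Substrate 50 nM final, added after 15 min compound preincubation at room temperature; progress as third-minus-first kinetic read difference.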
Pol kappa inh – inhibitors of human DNA polymerase kappa | Q9UBT6 | purified Pol kappa, fluorescent DNA synthesis assay, 10 min | Potency, µM (highest dose often 107 µM), inactives show top-dose activity, negative = inhibition, usual class: inhibitors | actives 0.53% (n = 400,000) | AID 588579; further: on the % scale 0 is the no-effect control and ±100 the full control effect
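Enzyme at 10 nM met test compounds for 15 min at room temperature. Substrate addition (50 nM final) began the reaction, which was monitored by fluorescence at 0 and 10 min.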
Pol iota inh – DNA polymerase iota (human) inhibition; Q9UNA4; Pol iota fluorescent replication assay, 10 min; Potency, µM (titrated, usually from 115 µM), for inactives: at the top dose activity, negative = inhibition, hits mostly inhibitors; actives 1% (n = 390,000); AID 588590
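Pol iota at 10 nM preincubated 15 min with compounds at room temperature; reaction started with fluorescent substrate, 50 nM final. Fluorescence read kinetically at 0 and 10 min; buffer-only wells as negative control.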
POLH inh – DNA polymerase eta (human) inhibition | recombinant Pol eta, fluorescent DNA replication assay | Potency, µM (doses to about 114 µM), without a hit: at the highest dose activity change, negative = inhibition, actives largely listed as inhibitors | actives 1.2% (n = 390,000); further: on the % scale 0 is the no-effect control and ±100 the full control effect
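Pol eta at 10 nM preincubated with compounds 15 min at room temperature; reaction started with fluorescent substrate (50 nM final) and read kinetically at 0 and 10 min.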
Pol beta inh – inhibitors of human DNA polymerase beta. actives 1.3% (n = 340,000). P06746. Potency, µM (highest dose often 114 µM), without a hit: at the highest dose activity change, negative = inhibition, actives largely listed as inhibitors. Pol beta primer extension/strand displacement, fluorescence kinetic; further: on the % scale 0 is the no-effect control and ±100 the full control effect
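10 nM enzyme + cpd, 15 min RT; start with substrate 50 nM final; read 0 min and after 10 min RT. Corrected, normalized data; 4-parameter Hill curve fit.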
Numbers without * were called inactive; ? = inconclusive; nt = no result given; & = joins results of further samples; [ ] = dose if it differs, or a comment. The call rests on the fitted dose curve; in most records, active means well fitted curve in the direction sought with a large enough effect; inconclusive means small, poorly fitted or top-dose-only effect, or another doubt; inactive means no such curve, though single readings can be large; an effect the other way counts as inactive or inconclusive. Potency means the concentration at half of the fitted maximal effect.

Assay codes – A = G9a block; B = BAZ2B inh; C = BLM inh; D = JMJD2A Tudor; E = APE1 inh; F = Pol kappa inh; G = Pol iota inh; H = POLH inh; I = Pol beta inh
SMILES: NNC(=O)c1cc(-c2ccc(O)cc2)nc2ccc(Br)cc12
  A = -2% | B = -14% | C = -6% | D = -14% | E = 0% | F = 11% | G = 3% | H = -15% | I = -20%
SMILES: CCn1ccc2c(OCC(=O)Nc3ccc(C(C)=O)cc3)cccc2c1=O
  A = -2%[59 µM] | B = -14% | C = 2% | D = -5% | E = nt | F = -5%[60.1 µM] | G = 5% | H = -10% | I = 32%
SMILES: CCOC(=O)c1ccc(N2C(=O)c3[nH]nc(-c4ccc(OC)cc4)c3C2c2cccc(O)c2)cc1 (stereo not given)
  A = -20%[59 µM] | B = nt | C = -6% | D = -29% | E = nt | F = 1% | G = 22% | H = -15% | I = 35%
SMILES: C=CCNC(=O)NC(=O)COC(=O)CCCSc1nc2ccccc2[nH]1
  A = 1%[12.7 µM] | B = -6% | C = -1% | D = -3% | E = -2% | F = -2% | G = 14% | H = -10% | I = 20%
SMILES: CCNc1ncc2nc(-c3ccc(OC)cc3)c(=O)n(-c3ccc(OC)cc3)c2n1
  A = 3%[12.7 µM] | B = nt | C = -3% | D = nt | E = 1% | F = -4%[60.1 µM] | G = nt | H = nt | I = nt
SMILES: COCC(=O)N1CCN(c2nc3ccccc3o2)CC1
  A = 56%[activator] | B = -28% | C = -1% | D = -8% | E = 4% | F = 7% | G = 18% | H = -11% | I = 5%
SMILES: O=C(Cn1nc(Cc2cccnc2)c2ccccc2c1=O)Nc1cccc(C(F)(F)F)c1
  A = ? | B = -20% | C = -7% | D = -25% | E = nt | F = ? | G = ? | H = -5% | I = 12%
SMILES: Cc1cc(C(=O)CN2C(=O)NC3(CCCc4sccc43)C2=O)c(C)n1-c1ccccc1 (stereo not given)
  A = ? | B = ? | C = -6% | D = ? | E = -2% | F = -3% | G = 10% | H = -10% | I = 9%
SMILES: O=C(COc1ccc(Br)cc1)NC(=S)Nc1ccccc1N1CCOCC1
  A = ? | B = -32% | C = -7% | D = -13% | E = 6% | F = -8% | G = 11% | H = -16% | I = -17%
SMILES: CN(CC(=O)Nc1ccc(F)cc1)C(=O)CCc1nc2ccccc2c(=O)[nH]1
  A = -1% | B = 4% | C = nt | D = -12% | E = 31% | F = -4% | G = 15% | H = -13% | I = nt
SMILES: CCOc1ccc(N2C(=O)CC(SC(=NC)Nc3ccc(F)cc3)C2=O)cc1 (stereo not given)
  A = 24%[59 µM] | B = 11% | C = 1% | D = 6% | E = -1% | F = 7% | G = -7% | H = -8% | I = 3%
SMILES: Cc1ccccc1C(=O)N1CCN(c2ccc(NC(=O)c3ccco3)cc2Cl)CC1
  A = -21%[12.7 µM] | B = -12% | C = -4% | D = -36% | E = -1% | F = -6% | G = ? | H = -1% | I = -25%
SMILES: CC(C)Oc1cc(NC(=O)CS(=O)(=O)CC(=O)N(C)C)c(Cl)cc1Cl
  A = 4% | B = -4% | C = -3% | D = -3% | E = -7% | F = 1% | G = 6% | H = -13% | I = -1%
SMILES: CN1CCN(S(=O)(=O)c2ccc(N(C)Cc3ccc(OC(F)F)cc3)c([N+](=O)[O-])c2)CC1
  A = 9%[0.501 µM] | B = 50µM* | C = nt | D = ? | E = -7% | F = -7% | G = 16% | H = -11% | I = nt
SMILES: NC(=O)CCC(NS(=O)(=O)c1ccc(Cl)cc1)C(=O)NCC1CCCCC1 (stereo not given)
  A = -3% | B = 0% | C = -6% | D = 14% | E = 11% | F = 0% | G = 144%[activator] | H = -9% | I = 13%
SMILES: CC1CCN(C(=O)Cn2c(=O)oc3cc(S(=O)(=O)N4CCCCC4)ccc32)CC1
  A = 11% | B = -9%&2% | C = 0%&-5% | D = -9%&7% | E = 39% | F = 4%&13% | G = 1%&16% | H = 9%&-11% | I = 13%&31%
SMILES: O=C(c1ccco1)N1CCN(C(=O)C2CC(c3ccc(Cl)c(Cl)c3)=NO2)CC1 (stereo not given)
  A = 9%[59 µM] | B = -4% | C = -3% | D = -14% | E = -3% | F = -6% | G = 13% | H = 1% | I = 16%
SMILES: COc1ccc(NC(=O)C(=O)N/N=C/c2cccnc2)cc1
  A = 35%[12.7 µM] | B = -4% | C = -3% | D = -10% | E = 3% | F = 9% | G = 40%[activator] | H = -2% | I = 0%
SMILES: CSc1nc(-c2ccccc2)cc(C)c1C#N
  A = nt | B = 1% | C = -7% | D = 21% | E = -2% | F = -15% | G = 66%[activator] | H = -16% | I = -15%
SMILES: Cn1nc(C(=O)NCc2cccnc2)c2ccccc2c1=O
  A = -3%[12.7 µM] | B = 5% | C = -3% | D = 4% | E = -6% | F = -23% | G = -4% | H = -7% | I = 29%
SMILES: O=C(CCNC(=O)c1ccc(Cl)cc1)Nc1cccc(S(=O)(=O)N2CCCCC2)c1
  A = -41%[12.7 µM] | B = -6% | C = nt | D = -16% | E = 19% | F = -15% | G = -16% | H = -21% | I = nt
SMILES: CC(=O)NCCc1nc2cc(NC(=O)c3ccc(Cl)cc3)ccc2n1C
  A = 12% | B = -5% | C = -3% | D = -2% | E = -11% | F = -20% | G = -17% | H = -3% | I = 14%
SMILES: COC(=O)c1c(C(=O)OC)c2ccccn2c1C(=O)c1ccccc1
  A = -10% | B = 0% | C = -4% | D = 8% | E = 3% | F = -7% | G = -2% | H = -17% | I = 12%
SMILES: CCOC(=O)c1c(Nc2ccc(Cl)cc2)sc(/C=C2\C=Nc3ccccc32)c1O
  A = -23%[59 µM] | B = -11% | C = -7% | D = -12% | E = ? | F = -29% | G = 27% | H = -7% | I = 1%
SMILES: Cc1cc(=O)cc(C)n1-c1ccc(Cl)c(Cl)c1
  A = ? | B = 1% | C = -4% | D = 0% | E = 64%[activator] | F = 5% | G = 46%[activator] | H = -9% | I = 27%
SMILES: CCCCNc1ncnc2c1nnn2Cc1ccccc1Cl
  A = 46% | B = 11% | C = -1% | D = 8% | E = 5% | F = 11% | G = -10% | H = -12% | I = 17%
SMILES: CCOC(=O)N1CCN(C(=O)c2ccc3c(c2)N(C)C(=O)/C(=C\c2ccc(OCC)c(OC)c2)S3)CC1
  A = -47%[59 µM] | B = ? | C = -5% | D = ? | E = 50%[activator] | F = -10% | G = 10% | H = -11% | I = 4%
SMILES: Cc1cccc(OCCOc2ccccc2C=C(C#N)C#N)c1
  A = 3%[59 µM] | B = 24% | C = -13% | D = -7% | E = -11% | F = -24% | G = 4% | H = ? | I = -23%
SMILES: CCOc1ccc2[nH]c(=O)c(C(c3nnnn3Cc3ccco3)N3CCCC(C)C3)cc2c1 (stereo not given)
  A = ? | B = ? | C = -28% | D = -33% | E = -10% | F = -28% | G = ? | H = ? | I = -29%
SMILES: CN(C)c1ccc(CNC(=O)c2ccc(NC(=O)c3nsc4ccccc34)cc2)cc1
  A = -36%[59 µM] | B = -25% | C = 1% | D = ? | E = nt | F = -7%[60.1 µM] | G = 32%[activator] | H = -7% | I = 1%
SMILES: Cc1cc(C)c[n+](CC(=O)c2ccc(-c3ccccc3)cc2)c1
  A = 50µM* | B = 19% | C = 37%[activator] | D = -17% | E = 6% | F = -7% | G = 13% | H = -17% | I = -5%
SMILES: O=C(NCCc1ccc2c(c1)OCCO2)c1ccc([N+](=O)[O-])cc1Cl
  A = 10% | B = -8% | C = -5% | D = -21% | E = 14% | F = -16% | G = 30% | H = -21% | I = 21%
SMILES: O=C(COc1coc(CN2CCc3ccccc32)cc1=O)Nc1ccc([N+](=O)[O-])cc1
  A = -3% | B = -37% | C = nt | D = -14% | E = -2% | F = -29% | G = ? | H = ? | I = nt
SMILES: CCN1CC=C2C(C#N)=C(N)C(C#N)(C#N)[C@H](c3ccoc3)[C@H]2C1
  A = -5%[0.0925 µM] | B = 9% | C = 28µM* | D = -21% | E = -1% | F = -32% | G = 49%[activator] | H = -10% | I = 9%
SMILES: O=C(c1cn(Cc2ccccc2)nc1-c1cccnc1)N1CCc2ccccc2C1
  A = -7%[12.7 µM] | B = 9% | C = nt | D = -23% | E = 22% | F = -18% | G = 18% | H = -17% | I = nt
SMILES: CCc1ccccc1NC(=O)C(CCSC)NS(=O)(=O)c1ccc2c(c1)oc(=O)n2C (stereo not given)
  A = -2%[59 µM] | B = -4% | C = -1% | D = -22% | E = nt | F = -5% | G = -8% | H = -3% | I = 20%
SMILES: N#CCCN(C(=O)COc1ccc(Br)cc1F)c1ccc(F)cc1
  A = 10% | B = 5% | C = 0% | D = -7% | E = -5% | F = -2% | G = 15% | H = -20% | I = -17%
SMILES: COc1cccc(OC)c1C(=O)Nc1ccc(N2CCCCC2)cc1
  A = ? | B = ? | C = 3% | D = -32% | E = 5% | F = -23% | G = 11% | H = -9% | I = 67%
SMILES: COc1ccccc1C(=O)NCC(=O)N1CCN(C/C=C/c2ccccc2)CC1
  A = nt | B = nt | C = nt | D = -20% | E = 16% | F = -18% | G = 11% | H = -16% | I = nt
SMILES: O=C(O)c1ccccc1C(=O)NC1CCN(c2nccc(C(F)(F)F)n2)CC1
  A = 16% | B = 2% | C = -4% | D = -3% | E = 12% | F = -6% | G = 38%[activator] | H = -16% | I = -5%
SMILES: Cc1cc(C)c(S(=O)(=O)NCc2ccc3c(c2)CCN3C(=O)c2ccccc2)c(C)c1
  A = 7%[59 µM] | B = 23% | C = -4% | D = -14% | E = nt | F = -5%[60.1 µM] | G = 5% | H = -21% | I = -25%
SMILES: CCN(CC)C(=O)c1ccc2c(c1[N+](=O)[O-])C(=O)c1ccccc1C2=O
  A = 21%[59 µM] | B = -8% | C = 1% | D = nt | E = 2% | F = nt | G = nt | H = nt | I = 24%
SMILES: CNC(=O)N(C1=NCCCCC1)c1ccc(Br)cc1
  A = 23%[59 µM] | B = -30% | C = 3% | D = 9% | E = 8% | F = -6% | G = 13% | H = -26% | I = 2%
SMILES: COc1ccc(NC(=O)CSc2nnc(Cc3ccccc3)c(=O)n2N)cc1OC
  A = 40% | B = 14% | C = nt | D = -9% | E = -3% | F = 5% | G = 10% | H = -16% | I = nt
SMILES: Cc1ccc2nc3c(c(N)c2c1)CCN3C
  A = 8.9µM* | B = 79µM* | C = 53%[activator] | D = 25µM* | E = 27% | F = 8% | G = 18% | H = -20% | I = -30%

The list is partial; the hit share may differ from the screen's.
